# From PubChem
# HTR5A inv ag: inverse agonist of human HTR5A in OPRM1-OPRD1 counter-screen. 340,000 tested, 0.083% active. P47898. HTR5A cell line, luminescence, inverse agonism. inhibition, % at 9.3 µM; in the data active = inhibition mostly above about 23%, no sharp cut-off; inactive = mostly below about 18%;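 note: 0% = cells with DMSO and 100% = no-cell wells with DMSO; some compounds called inactive have numbers as strong as hits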
# Target sequence (P47898 whole entry, looked up): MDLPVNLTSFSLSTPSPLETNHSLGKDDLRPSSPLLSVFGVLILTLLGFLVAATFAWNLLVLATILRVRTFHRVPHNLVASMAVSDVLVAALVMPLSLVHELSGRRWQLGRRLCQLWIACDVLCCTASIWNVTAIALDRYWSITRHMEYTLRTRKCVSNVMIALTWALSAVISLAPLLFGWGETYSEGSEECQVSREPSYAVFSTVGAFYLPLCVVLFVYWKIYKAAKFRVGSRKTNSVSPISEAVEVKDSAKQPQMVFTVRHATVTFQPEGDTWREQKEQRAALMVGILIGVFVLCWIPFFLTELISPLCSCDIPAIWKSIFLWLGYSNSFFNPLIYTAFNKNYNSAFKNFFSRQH
# phage Ecoli inh: E. coli growth loss with phage present; 360,000 tested, 0.26% active; inhibition, % at 11.9 µM; growth absorbance; AID 651602; in the data active = inhibition above about 11%
# OPRM1-OPRD1 inv: mu-delta opioid heterodimer inverse agonism; cell-based MOR-DOR heterodimer luminescence; P35372+P41143; inhibition, % at 9.3 µM; AID 504357; 340,000 tested, 0.21% active; in the data active = inhibition above about 22%, passing the limit was not always enough;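 note: 0% = cells with DMSO and 100% = wells without cells with DMSO; values of inactives mirror those of a sister screen read the other way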
# Target sequence (P35372 whole entry, looked up): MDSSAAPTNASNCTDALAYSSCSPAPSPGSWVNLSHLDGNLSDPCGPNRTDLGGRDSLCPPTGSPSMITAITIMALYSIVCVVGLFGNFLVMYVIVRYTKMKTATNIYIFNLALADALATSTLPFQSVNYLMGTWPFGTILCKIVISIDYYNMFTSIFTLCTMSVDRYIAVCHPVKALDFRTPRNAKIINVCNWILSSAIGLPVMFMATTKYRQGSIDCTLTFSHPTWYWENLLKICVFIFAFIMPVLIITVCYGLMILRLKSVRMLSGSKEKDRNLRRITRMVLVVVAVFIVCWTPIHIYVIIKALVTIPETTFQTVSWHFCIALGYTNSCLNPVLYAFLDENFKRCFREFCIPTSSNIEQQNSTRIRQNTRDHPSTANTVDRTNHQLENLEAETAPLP
# Target sequence (P41143 whole entry, looked up): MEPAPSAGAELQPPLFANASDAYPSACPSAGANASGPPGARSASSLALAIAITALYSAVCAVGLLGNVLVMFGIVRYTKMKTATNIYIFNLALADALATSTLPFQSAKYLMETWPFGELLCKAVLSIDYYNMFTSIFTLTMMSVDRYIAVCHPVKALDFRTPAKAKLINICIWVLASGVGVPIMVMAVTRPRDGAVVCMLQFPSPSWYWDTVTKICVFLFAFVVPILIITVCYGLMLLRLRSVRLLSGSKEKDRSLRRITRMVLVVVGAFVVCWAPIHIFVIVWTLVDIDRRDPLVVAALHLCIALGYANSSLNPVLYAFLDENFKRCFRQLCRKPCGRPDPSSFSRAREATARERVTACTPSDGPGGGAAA
# E coli growth: counter-screen for AddAB inhibitors: E. coli growth inhibition | E. coli V3065 growth, OD600 absorbance, 18 h | 330,000 tested, 0.27% active | AID 449728 | inhibition, % at 11.9 µM;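 active = inhibition above the campaign's mean inhibition across all tested compounds plus 3 SD, cut at about 9.9% in these data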;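 note: uninfected addAB+ strain grown without phage in ampicillin broth; 0% = DMSO wells and 100% = ciprofloxacin 0.95 µg/ml wells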
# DSG3 Ab inh: human desmoglein-3 autoantibody binding inhibition; P32926; DSG3-coupled beads, scFv-anti-DSG3-GFP binding, flow cytometry; active compounds read low; binding (percent of control), % at 10 µM; 310,000 tested, 0.48% active;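 active = binding more than 3 SD below its plate's average and above zero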;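 note: hits lower antibody fragment binding to DSG3; some compounds called inactive have numbers as strong as hits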
# OPRM1-OPRD1 ag: agonists of human mu-delta opioid receptor heterodimerization; cells, OPRM1-OPRD1 heterodimerization, luminescence; AID 504326; activation, % at 9.3 µM; 340,000 tested, 0.3% active; in the data active = activation above about 18%;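 note: 0% = vehicle-treated cells and 100% = reference agonist; values of inactives mirror those of a sister screen read the other way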
# SUMO Mot1 rescue: SUMOylation pathway inhibition by Mot1-301 growth rescue; S. cerevisiae Mot1-301 growth rescue, ATP luminescence, 38.5C; percent above DMSO median, 100 means doubled; growth rescue, % at 18.8 µM; 320,000 tested, 1% active;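 active = every valid replicate shows activation above 250% relative to neutral control wells; inactive = the rest, any valid replicate at or below 250%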;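 note: OY570 slx delta 5 strain wells were the positive control but not used for scaling; some compounds called inactive have numbers as strong as hits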
# AddAB inh: less growth of phage-infected E. coli with AddAB; E. coli expressing H. pylori AddAB, absorbance growth; inhibition, % at 11.9 µM; 330,000 tested, 0.29% active; AID 435030; in the data active = inhibition above about 12%;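 note: 0% = vehicle wells of infected cells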
# PfHsp90 set2: reduces growth (ATP signal) of yeast expressing P. falciparum Hsp90; S. cerevisiae expressing PfHsp90, BacTiter-Glo ATP, 48 h; yeast lacking PDR1 and PDR3 efflux regulators; inhibition, % at 9.4 µM; 310,000 tested, 0.32% active;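 active = every replicate shows inhibition above about 80%, whatever the replicate mean, limit read from the data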;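 note: 0% = DMSO neutral controls and 100% = 20 µM radicicol positive controls; yeast relying on Plasmodium falciparum Hsp90 in place of its own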
# HTR5A ag: HTR5A agonism, opioid heterodimer counter-screen. activation, % at 9.3 µM. HTR5A agonist assay, luminescence, cell-based. 340,000 tested, 0.61% active; in the data active = activation mostly above about 9.5%, no sharp cut-off; inactive = mostly below about 7.6%;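 note: 0% = cells with vehicle only and 100% = reference agonist; strong numbers were not always called active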
# PKA-R1A act: activates the PKA-R1A holoenzyme complex. PKA-R1A dissociation, Cy5-IP20 fluorescence polarization; scaled: DMSO 0%, 113 µM cGMP 100%. 340,000 tested, 0.083% active. activation, % at 11.4 µM;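 active = percent activation above the mean of all tested compounds plus 3 SD, cut at about 19% in these data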;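 note: higher means more PKAc released from R1A so a rise in polarization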
# The depositor's hits bear a star; x = no result given.
SMILES,HTR5A inv ag,phage Ecoli inh,OPRM1-OPRD1 inv,E coli growth,DSG3 Ab inh,OPRM1-OPRD1 ag,SUMO Mot1 rescue,AddAB inh,PfHsp90 set2,HTR5A ag,PKA-R1A act
NC(=O)C1(N2CCCCC2)CCN(C2CC(=O)N(Cc3ccc(N4CCCC4=O)cc3)C2=O)CC1 (configuration not stated),-3.9,3.6,10.5,0.8,96.3,-2.0,0.2,0.2,x,1.5,-6.2
Cc1cccc(N(CC(=O)N/N=C/c2cc([N+](=O)[O-])ccc2Cl)S(C)(=O)=O)c1C,-4.1,x,5.2,0.0,x,-1.2,13.0,1.6,3.2,1.7,-14.4
Cc1ccc(S(=O)(=O)N(C)c2ccc(OC(=O)c3cccs3)cc2)cc1C,13.3,-2.6,1.3,0.0,99.9,-0.3,7.5,-0.3,x,-5.4,-4.8
COc1ccc(CNC(=O)c2ccc3nccnc3c2)cc1,-49.3,0.5,9.8,-1.6,97.9,-1.8,-1.1,-1.3,14.9,19.1*,-4.7
COc1ccc(/C=N/NC(=O)CCSc2nc3ccccc3s2)cc1OC,-10.4,1.5,-4.5,-0.8,95.8,0.6,-1.1,1.0,7.4,3.9,-4.5
O=C(CCN1CCOCC1)Nc1cc(C(=O)Nc2ccccc2F)ccc1N1CC2CC(C1)c1cccc(=O)n1C2 (configuration not stated),7.4,-0.1,11.3,-2.7,x,-2.2,13.2,1.3,9.5,-1.5,1.5
COc1ccc(/C(C)=N/NC(=O)CNC(=O)CCc2ccccc2)c(OC)c1,-4.2,-0.1,-5.8,-1.5,104.4,1.2,-11.8,2.1,-15.5,1.0,-1.7
CC1CN(CCc2ccccc2)c2nc3c(c(=O)n(C)c(=O)n3C)n2C1 (configuration not stated),4.4,3.8,16.2,1.6,95.0,-3.0,-9.2,2.1,8.2,-1.1,0.7
Cc1ccc(SCCN2CCN(CCc3ccccc3)CCC2=O)cc1,-14.9,1.6,4.6,-1.0,104.3,-0.8,-3.4,0.9,x,-1.4,13.2
c1ccc(Cc2nn[nH]n2)cc1,8.1,3.3,11.8,-0.3,103.5,-2.1,-10.3,2.0,-16.1,-4.8,-9.4
CCc1c(C(=O)Nc2cc(C)cc(C)c2)[nH]c(C)c1C(C)=O,-14.0,4.3,-8.8,2.2,104.9,1.6,3.9,0.7,18.1,2.5,-1.3
O=C(c1cc(-c2ccccc2)n[nH]1)N1CCN(S(=O)(=O)c2ccccc2)CC1,11.5,2.7,9.4,-0.7,110.4,-1.8,271.6,6.4,-10.9,-4.2,8.0
O=C(O)CNC(=O)C(c1ccccc1)c1ccccc1,-25.7,2.6,19.1,1.1,94.0,-3.8,12.4,-0.4,-12.9,-1.4,-4.9
NC(=O)COc1ccc(/C=N\NC(=O)CC(=O)NCCc2ccccc2)cc1,10.1,-0.4,21.5,-1.3,95.7,-4.8,40.2,-2.2,-1.0,-2.9,-8.3
O=C(O)c1cccc(OCCN2CCCC2=O)c1,-1.6,1.9,5.5,-0.2,110.0,-1.1,-16.7,3.6,-15.7,2.0,-7.4
COc1ccc(C(=O)C2CCCN(C(=O)C3CCOCC3)C2)cc1OC (configuration not stated),-10.0,-0.2,9.6,0.6,109.6,-1.8,6.4,0.1,-7.5,-0.7,-3.8
CCN(C(=O)Nc1cccc(Cl)c1)c1ccccc1,-16.2,0.2,-2.5,x,114.3,0.5,-10.4,x,5.3,0.9,-3.4
CCOc1ccc(OCCSc2nc(N)cc(=O)[nH]2)cc1,3.4,0.7,5.0,-1.4,94.2,-1.0,-30.2,-2.5,-37.5,8.1,1.2
CCc1nc(SCC(=O)c2ccc(Cl)s2)c2oc3ccccc3c2n1,16.8,x,4.7,-1.4,94.0,-0.9,9.2,0.3,-9.2,2.8,-14.1
CN(C1CCCCC1)S(=O)(=O)c1ccccc1,-25.0,1.9,5.0,0.3,96.5,-0.9,6.7,0.9,x,-3.7,-4.3
O=C1CC2c3ccccc3C1C1C(=O)N(CCO)C(=O)C21 (configuration not stated),-12.9,3.8,15.5,1.4,104.8,-3.1,-0.6,3.0,-5.5,-0.2,-19.2
CC1C(=O)N2CCCc3cc(NS(=O)(=O)c4ccc([N+](=O)[O-])cc4)cc1c32 (configuration not stated),0.6,6.1,-39.2,0.6,100.1,6.2,1.8,1.9,-2.0,-6.3,-4.3
COc1ccc([N+](=O)[O-])cc1NC(=O)CSc1ccc2ccccc2c1,-10.0,-0.2,-9.2,0.3,87.6,1.3,131.7,7.2,-6.9,3.6,-6.5
O=S(=O)(NCC1CCCO1)c1cnc(Cl)c(Cl)c1 (configuration not stated),12.1,1.2,-10.3,1.5,96.2,1.5,-9.2,0.2,-14.2,3.8,-12.0
c1cnc(N2CCSCC2)nc1,6.0,-0.6,8.8,-0.4,102.7,-1.5,-4.9,-0.3,9.1,1.4,-10.4
# Next records
SMILES,HTR5A inv ag,phage Ecoli inh,OPRM1-OPRD1 inv,E coli growth,DSG3 Ab inh,OPRM1-OPRD1 ag,SUMO Mot1 rescue,AddAB inh,PfHsp90 set2,HTR5A ag,PKA-R1A act
N=c1ncn(CC(O)CN2CCOCC2)c2nc(N3CCOCC3)[nH]c12 (configuration not stated),-22.1,1.9,-1.9,-0.4,92.8,0.4,-0.5,3.8,12.1,-0.6,4.4
CCC(Oc1ccc2ccccc2c1)C(=O)O (configuration not stated),8.9,0.0,17.1,3.6,97.1,-3.7,1.4,1.1,x,1.4,-4.0
Cn1nc(C(=O)OCC(=O)Nc2cccc(S(=O)(=O)N3CCCC3)c2)c2ccccc2c1=O,20.9,2.4,0.7,2.0,105.2,-0.1,225.3,2.5,-15.8,-1.1,-0.8
CCOC(=O)c1cn(CC)c2cc(N3CCN(C)CC3)c(F)cc2c1=O,0.8,26.5*,20.8,97.2*,95.0,-4.0,-6.4,98.9*,10.7,-0.2,-6.7
O=C(c1ccc(CS(=O)(=O)c2ccccc2)o1)N1CCN(c2ccccc2)CC1,1.5,-1.3,15.6,-1.3,103.1,-3.0,-0.9,1.0,11.4,3.5,-3.1
O=c1c2sc3nc(N4CCOCC4)c4c(c3c2nnn1Cc1ccccc1)CCCC4,-2.5,-0.7,14.3,0.7,95.8,-2.6,10.3,2.3,-6.1,0.9,-8.4
COc1ccc(Cc2nnc(SCC(=O)Nc3cc(Cl)ccc3OC)[nH]c2=O)cc1,13.3,0.2,19.8,-2.1,101.5,-4.1,-4.5,-0.7,22.7,-2.8,1.1
CCOC(=O)/C=c1\s/c(=C\c2ccc(C)cc2)c(=O)n1CC(=O)NCc1ccco1,12.2,1.9,-4.5,-1.3,99.1,0.8,19.0,2.0,-0.2,-3.6,-3.3
Cc1ccc(C(=O)NC(=S)Nc2ccc(S(=O)(=O)N(C)c3ccccc3)cc2)cc1,-23.5,2.7,7.5,-2.8,115.8,-1.6,18.5,2.8,0.2,-4.4,-0.2
CCCn1c(SCC(=O)Nc2cccc(F)c2)nc(O)cc1=O,-18.0,0.8,9.5,-3.1,x,-2.5,59.1,-0.2,-19.9,-2.0,-4.0
CCOC(=O)C1CCN(C(=O)C2CCN(S(=O)(=O)c3ccc4ccccc4c3)CC2)CC1,-0.3,2.8,5.8,-1.4,101.9,-1.1,-9.3,1.5,1.9,0.1,-2.2
O=C(NCc1ccccn1)c1c(O)c2cccc3c2n(c1=O)CC3,-33.0,4.0,0.9,-2.3,109.4,-0.2,-8.3,1.4,17.9,3.1,1.0
CCOc1ccc(N(C(=O)c2cnccn2)C(C(=O)NC2CCCCC2)c2ccc(O)cc2)cc1 (configuration not stated),-6.3,2.2,13.8,-0.1,110.2,-2.8,-2.8,0.0,15.0,-1.0,-5.9
Cc1c(CC(=O)NCC(=O)O)c(=O)oc2cc3oc4c(c3cc12)CCCC4,10.1,0.8,5.2,x,101.7,-1.1,0.9,x,-6.9,-2.6,10.2
Cc1ccc(N2CCN(CCCN3C(=O)C4CCCN4C3=O)CC2)cc1 (configuration not stated),8.1,2.7,9.8,0.2,96.5,-1.6,-10.6,2.5,1.9,-3.0,-3.4
CCOC(=O)CSc1nnc(CNC(=O)c2ccc(OC)cc2OC)n1C,-8.9,4.2,0.3,-1.1,x,-0.1,47.4,0.8,1.2,-0.4,-7.8
COc1ccc(C)cc1S(=O)(=O)N(CC(=O)N1CCOCC1)Cc1ccccc1,0.8,-0.3,11.3,1.4,102.2,-1.9,14.5,0.1,6.5,1.7,4.0
CCOC(=O)C1(Cc2cccc(F)c2)CCN(CC(O)CO)CC1 (configuration not stated),-22.3,3.7,14.7,-0.1,90.1,-2.8,-23.8,0.1,2.4,2.5,-5.8
Cc1ccc(S(=O)(=O)c2nc(-c3ccccc3Cl)oc2NCCCN2CCOCC2)cc1,10.9,-2.1,14.5,-0.2,106.6,-3.5,178.9,2.7,-79.6,-4.2,-2.8
COc1ccc(-c2nnc(SCC#CCO)o2)cc1OC,-3.1,1.6,4.6,-0.4,x,-0.8,8.2,1.8,-58.9,1.7,-0.6
CCOC(CNC(=O)C1CCN(S(=O)(=O)c2ccc3nc4c(c(C(=O)O)c3c2)CC(C)CC4)CC1)OCC (configuration not stated),16.1,-0.4,11.5,-2.6,94.3,-2.2,33.0,-0.4,22.2,-1.6,12.1
CCOC(=O)[C@H]1[C@H]2COc3ccc(C)cc3[C@@H]2N2C(=O)CN(Cc3ccccc3)C(=O)[C@@]12C,-6.3,3.5,7.3,-0.6,103.3,-1.2,-2.5,0.2,-27.5,-0.7,1.6
COc1ccccc1C(=O)NCCC(=O)N1CCCC(C)C1 (configuration not stated),9.5,0.9,9.4,-1.1,x,-1.8,14.8,0.6,-7.6,4.0,-6.4
COc1cc(/C=C(\C#N)C(N)=O)ccc1OCc1c(C)no[n+]1[O-],-5.3,-0.1,5.1,-0.8,99.4,-0.9,-2.5,1.0,-21.5,1.9,-14.6
Cc1nc2c(C(=O)NCCC(C)C)c[nH]n2c(=O)c1Cc1ccccc1F,-25.2,0.5,-23.9,-3.4,127.3,4.1,-6.4,-2.0,-10.9,11.7,-5.5
O=C(O)COCc1nc2ccccc2s1,-18.9,0.4,15.5,4.3,91.6,-3.0,17.4,2.0,3.4,2.2,-7.8
O=c1cc(C(F)(F)F)nc(SCc2cccc3ccccc23)[nH]1,6.9,-1.1,8.2,2.2,102.8,-1.6,-15.8,3.4,-14.2,3.9,3.3
c1cnc(-c2nnc3n2CCCCC3)cn1,-12.4,1.6,9.8,4.0,100.5,-1.7,6.1,3.7,-6.9,4.8,1.6
COc1cccc(NCc2ccc([N+](=O)[O-])s2)c1,-9.3,1.6,7.6,1.7,103.4,-1.5,-18.7,3.1,13.4,2.5,-1.2
Cc1cc(Cl)c2oc(C(=O)N(C)C3CCOC3)c(C)c2c1 (configuration not stated),-0.5,2.1,6.4,-0.9,x,-1.2,1.2,-0.3,2.2,3.7,-10.0

# In another format: entries from further up
# Results follow in this order: HTR5A inv ag, phage Ecoli inh, OPRM1-OPRD1 inv, E coli growth, DSG3 Ab inh, OPRM1-OPRD1 ag, SUMO Mot1 rescue, AddAB inh, PfHsp90 set2, HTR5A ag, PKA-R1A act
O=C(c1ccc(CS(=O)(=O)c2ccccc2)o1)N1CCN(c2ccccc2)CC1
    1.5, -1.3, 15.6, -1.3, 103.1, -3.0, -0.9, 1.0, 11.4, 3.5, -3.1
O=c1c2sc3nc(N4CCOCC4)c4c(c3c2nnn1Cc1ccccc1)CCCC4
    -2.5, -0.7, 14.3, 0.7, 95.8, -2.6, 10.3, 2.3, -6.1, 0.9, -8.4
